Imprint erasure: genomic imprint erasure induction | AID 1948 | Potency, µM (highest dose often 60.7 µM), for the others: top-dose activity change, positive = activation, actives largely listed as activators | mouse ES Peg3-LacZ reporter, beta-gal luminescence, 40 h | actives 0.02% (n = 110,000);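 note: 0% = negative control wells on the plate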
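Imprint erasure is scored as LacZ activity from the silenced maternal Peg3 allele in feeder-free female ES cells cultured 40 h with LIF. Luminescence is normalized to in-plate negative controls and fitted to the Hill equation.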
p53ts 39C kill: cytotoxicity in p53ts cells at nonpermissive temperature. H1299-p53A138V viability at 39C, ATP luminescence, 24 h. Potency, µM (titrated, usually from 46.1 µM), without a hit: at the highest dose activity change, negative = cell killing, hits mostly cytotoxic. actives 1.5% (n = 130,000). AID 902; note: nearly all actives have a fitted effect of over 55% in size
p53ts 32C kill: p53ts cell cytotoxicity, permissive temperature; H1299-p53A138V at 32C, ATP luminescence viability, 24 h; Potency, µM (highest dose often 46.1 µM), for the others: at the highest dose activity change, negative = cytotoxicity, hits mostly cytotoxic; actives 0.93% (n = 130,000); AID 924;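 note: 0% = DMSO and -100% = full killing by reference compound; nearly all actives have a fitted effect of over 55% in size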
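Viability by ATPlite luminescence after 24 h compound treatment (up to 46 uM) at the permissive 32C. Cells are H1299 carrying p53 A138V. Scale runs from DMSO basal to 100 uM tamoxifen as full kill; AC50 from Hill fits.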
IkB sig inh: inhibitors of IkB signaling in ABC-DLBCL cells; Potency, µM (doses to about 57.1 µM), for the others: top-dose IkBa stabilization activation; ABC-DLBCL IkBa-CBG/CBR dual luciferase ratio, 4 h; response scale: scaled: untreated 0%, proteasome inhibitor 100%; AID 445; actives 0.04% (n = 110,000); active = well fitted curve in the direction sought with a large enough effect in the signal ratio, not every such curve was filed as active; inconclusive = small, poorly fitted or top-dose-only effect, or a change in a side signal; the % refers to the signal ratio;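 note: the direction sought is a rising ratio; 0% = basal untreated cells and 100% = reference inhibitor full response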
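In this assay, an IκBα–CBG68 fusion accumulates when IKK-driven degradation is blocked; native CBR normalizes for cell number. OCI-Ly3 cells were treated 4 h with compound and doxycycline, then green and red light read after Chroma-Glo addition.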
The depositor's hits bear a star; u = inconclusive; x = not tested or not shown; [ ] = another dose, or the depositor's remark. Unless noted, calls come from the whole dose curve; as a rule, active = well fitted curve in the direction sought with a large enough effect; inconclusive = small, poorly fitted or top-dose-only effect, or another doubt; inactive = no such curve, though single readings can be large; an effect the other way counts as inactive or inconclusive. Unless noted, % is set by controls: 0 for no effect and ±100 for the full control effect; potency is the fitted concentration of half-maximal effect. No enrichment for hits; about 1.7% have a hit in one of these screens.

Short keys: A = Imprint erasure; B = p53ts 39C kill; C = p53ts 32C kill; D = IkB sig inh
1) O=C(NC1CCCCC1)NC1(C(=O)NCCCN2CCOCC2)CCCCC1
  A: -9% | B: -7% | C: 0% | D: 0.1%
2) COc1cc2oc(=O)c(Br)c(C)c2c(OC)c1OC
  A: -9% | B: -1% | C: -2% | D: 1.8%
3) COc1ccccc1N1CC(O)=C(c2nc3ccccc3s2)C1=N
  A: -19% | B: -1% | C: 4% | D: u
4) O=C1CSC2(C(=O)N(Cc3ccccc3F)c3ccccc32)N1c1cccc(C(F)(F)F)c1 (stereo unspecified)
  A: -6%[10.9 µM] | B: 2% | C: 19% | D: u
5) CCC(C)NC(=O)CSC1=Nc2ccccc2C2=NC(CC(=O)NCc3ccccc3)C(=O)N12 (stereo unspecified)
  A: -20% | B: -9% | C: -3% | D: -0.2%
6) COc1ccc(-c2[nH]nc3c2C(c2ccc(OC(=O)N4CCOCC4)cc2)C(C#N)=C(N)O3)cc1 (stereo unspecified)
  A: 4% | B: 5% | C: 5% | D: 2.1%
7) COc1ccc(-n2cc(-c3ccccc3)c3c(NC4CCCC4)ncnc32)cc1
  A: -10%[10.9 µM] | B: -19% | C: 6% | D: u
8) CCn1c(Cc2ccccc2)nnc1SCC(=O)Nc1nnc(-c2ccccc2)s1
  A: -5% | B: -8% | C: -19% | D: 1.6%
9) O=C(COc1ccccc1)NCC(c1ccc(Cl)cc1)N1CCCCC1 (stereo unspecified)
  A: -14%[10.9 µM] | B: 14% | C: -5% | D: u
10) O=C1c2c(O)ccc([N+](=O)[O-])c2C(=O)c2c([N+](=O)[O-])ccc(O)c21
  A: -37%[inhibitor] | B: 16µM* | C: 0%[1.84 µM] | D: u
11) CCC(=O)N1CCc2cc(S(=O)(=O)NC(CC(C)C)C(=O)Nc3cccc(C)c3C)ccc21 (stereo unspecified)
  A: -9%[10.9 µM] | B: -15% | C: 7% | D: 0.5%
12) CC(C)=CCC/C(C)=C/CC/C(C)=C/CSc1ccccc1C(=O)O
  A: 5% | B: 7% | C: -7% | D: -3.4%
13) CCc1cccc(CC)c1NC(=O)COC(=O)c1ccc(F)c(S(=O)(=O)N(CC)CC)c1
  A: x | B: 9% | C: -22% | D: x
14) O=S(=O)(c1ccc2nc(-c3ccco3)c(-c3ccco3)nc2c1)N1CCOCC1
  A: -16% | B: -3% | C: -6% | D: u
15) CN(C(=O)CCNC(=O)Cn1cnc2ccccc2c1=O)c1ccccc1F
  A: -3%[10.9 µM] | B: 6% | C: 7% | D: 2.2%
16) O=c1[nH]c2cc3c(cc2cc1CN(Cc1nnnn1CC1CCCO1)C1CCCC1)OCO3 (stereo unspecified)
  A: -9% | B: 0% | C: -12% | D: -0.3%
17) N[C@@H](CO)C(=O)NNCc1ccc(O)c(O)c1O
  A: -7%[16.8 µM] | B: 6%[20.6 µM] | C: -2%[20.6 µM] | D: 0.4%[25.6 µM]
18) CCCC(=O)C1=C(O)C(C(=O)OC)C(C)(C)CC1=N (stereo unspecified)
  A: -9% | B: 9% | C: 8% | D: -0.4%
19) O=C(Cn1ncc2c3ccccc3n(Cc3ccccc3)c2c1=O)NC1CCCCCC1
  A: 3%[10.9 µM] | B: -28% | C: -6% | D: 0.7%
20) C=CCOC(=O)CCC(=O)Nc1cc(OC)nc(OC)n1
  A: 0% | B: -8% | C: 4% | D: u
21) O=C(c1ccco1)N1CCN(C(=O)C2c3ccccc3Oc3ccccc32)CC1
  A: -14% | B: 7% | C: 4% | D: 3.7%
22) CCN1C(=O)NC(c2cccnc2)C(C(=O)OC)=C1C (stereo unspecified)
  A: 0% | B: 4% | C: -3% | D: 0.4%
23) Cc1cc(NC(=O)CSc2nc(-c3ccc(Cl)cc3)cs2)no1
  A: x | B: 22% | C: 5% | D: x
24) CCn1cc(C(=O)OCC(=O)NCc2ccc3c(c2)OCO3)c(=O)c2ccc(C)nc21
  A: -5% | B: 6% | C: 9% | D: 0.3%
25) O=C(CN1CCN(c2ccc(F)cc2)CC1)Nc1cc(C(F)(F)F)ccc1Cl
  A: x | B: -13% | C: -1% | D: x

Single entries from the list.
p53ts 39C kill result of no. 17 : 6%[20.6 µM]
Imprint erasure result of no. 8 : -5%
p53ts 39C kill result of no. 23 : 22%

(next part)
Short keys: A = Imprint erasure; B = p53ts 39C kill; C = p53ts 32C kill; D = IkB sig inh
26) CCc1cc2c(-c3ccccc3)cc(=O)oc2c2c1OCN(Cc1ccc(F)cc1)C2
  A: -6%[10.9 µM] | B: -16% | C: 8% | D: 1.2%
27) COc1cc(C2NC(=O)NC(c3ccccc3)=C2C(C)=O)ccc1OCC(=O)O (stereo unspecified)
  A: -26% | B: -6% | C: 6% | D: u
28) Cc1ccc(Cl)cc1NC(=O)NC1COc2ccccc2C1 (stereo unspecified)
  A: -5%[10.9 µM] | B: -5% | C: -2% | D: -0.7%
29) Cc1cc(Nc2ccc3c(c2)OCCO3)n2ncnc2n1
  A: -10% | B: -6% | C: 1% | D: 3.6%
30) O=C(Nc1nc(-c2ccccc2)cs1)C1CCCO1 (stereo unspecified)
  A: -9% | B: -20% | C: -13% | D: 1.9%
31) Cn1c(SCC(=O)NCc2cccs2)nnc1-c1ccco1
  A: -5% | B: 10% | C: 6% | D: -3.2%
32) COc1ccc(C2/C(=C(/O)c3ccc(F)cc3)C(=O)C(=O)N2CCCN(C)C)cc1 (stereo unspecified)
  A: -12% | B: 5% | C: 0% | D: -1.1%
33) CCN1CCN(c2ncc3c(n2)CCN(Cc2cc(Br)cs2)C3)CC1
  A: -19%[10.9 µM] | B: -10% | C: -3% | D: -3.2%
34) COc1ccc(Cl)cc1NC(=O)c1c(NCc2cccs2)sc2c1CCCC2
  A: -12%[10.9 µM] | B: 46%[activator] | C: 14% | D: u
35) O=C(NCc1nnc(SCc2ccc(C(F)(F)F)cc2)n1-c1ccccc1)C12CC3CC(CC(C3)C1)C2
  A: x | B: 7% | C: 15% | D: x
36) COCc1nnc(NC(=O)CCCOc2ccccc2OC)s1
  A: 6% | B: 6% | C: -3% | D: -2.2%
37) COc1ccc(C(=O)SC2=NCCS2)cc1OC
  A: -11% | B: -3% | C: 7% | D: u
38) CCN(C(=O)Cn1ncc2c(=O)oc3ccccc3c21)c1ccccc1F
  A: 8%[10.9 µM] | B: 7% | C: 1% | D: 2.5%
39) CC1CC(=O)C2=C(C1)Nc1ccccc1N(C(=O)COc1ccccc1)C2c1ccco1 (stereo unspecified)
  A: -10% | B: 15% | C: 13% | D: -0.1%
40) O=c1[nH]c(CN2CCN(Cc3ccc4c(c3)OCO4)CC2)nc2sc3c(c12)CCC3
  A: -2% | B: 4% | C: 0% | D: 0.2%
41) Cc1ccc(NC2=C/C(=N\S(=O)(=O)c3cccs3)c3ccccc3C2=O)c(C)c1
  A: x | B: 7.1µM* | C: 3.2µM* | D: x
42) O=C(NCc1ccccc1)C1CCN(S(=O)(=O)c2ccc3[nH]c(=O)ccc3c2)CC1
  A: 18%[10.9 µM] | B: -11% | C: -1% | D: 1.1%
43) O=C(CSc1ncc(S(=O)(=O)c2ccc(Cl)cc2)c(=O)[nH]1)Nc1ccc2c(c1)OCCO2
  A: -9%[10.9 µM] | B: 2% | C: 1% | D: u
44) Cc1cc(C)cc(NC(=O)CN2C(=O)c3ccccc3Sc3ccc(C(=O)N4CCOCC4)cc32)c1
  A: 23%[10.9 µM] | B: -3% | C: 0% | D: u
45) COc1ccc(C)cc1NC(=O)C1C2C=CC(C2)C1C(=O)O (stereo unspecified)
  A: 2% | B: 10% | C: -1% | D: 0.3%
46) CCN(CC)CCCCn1c(-c2ccccc2)nc2c(N(CCOC)CCOC)nc(C)nc21
  A: -15% | B: -15% | C: -11% | D: x
47) COc1ccc(CN(CCN2CCOCC2)C(=O)c2c(F)cccc2F)cc1OC
  A: 20% | B: -3% | C: -1% | D: 1.6%
48) Cc1cc(C)cc(NC(=O)C2CCN(c3cc(C)nc4c(-c5ccc(Cl)cc5)c(C)nn34)CC2)c1
  A: 15%[10.9 µM] | B: -21% | C: 16% | D: 0.6%
49) CCc1ccc(CNCc2c(C(=O)O)n(Cc3ccc(F)cc3Cl)c3cc(OC)ccc23)cc1
  A: -11%[10.9 µM] | B: u | C: -20% | D: u
50) CCOC(=O)c1ccc(CNS(=O)(=O)c2c(C)ccc3nsnc23)o1
  A: -10% | B: 6% | C: 4% | D: -0.2%

Compound profiles, as listed above. Values in the order: Imprint erasure	p53ts 39C kill	p53ts 32C kill	IkB sig inh
`O=c1[nH]c(CN2CCN(Cc3ccc4c(c3)OCO4)CC2)nc2sc3c(c12)CCC3` is entered as -2%	4%	0%	0.2%
`Cc1cc(Nc2ccc3c(c2)OCCO3)n2ncnc2n1` is entered as -10%	-6%	1%	3.6%
`O=C(NCc1ccccc1)C1CCN(S(=O)(=O)c2ccc3[nH]c(=O)ccc3c2)CC1` is entered as 18%[10.9 µM]	-11%	-1%	1.1%

Following part:
Short keys: A = Imprint erasure; B = p53ts 39C kill; C = p53ts 32C kill; D = IkB sig inh
51) Cc1oc2c(CN(C)C)c(O)ccc2c(=O)c1-c1cscn1
  A: -3% | B: -7% | C: -3% | D: 1.4%
52) Cn1c(=O)cc(OCC(=O)NCc2ccc(F)cc2Cl)c2ccccc21
  A: 8%[10.9 µM] | B: -11% | C: 1% | D: 2.1%
53) Cc1ccc(C(=O)CCNc2cccc(Br)c2)o1
  A: u | B: -1% | C: -13% | D: -0.6%
54) CCN1CCN(C(=O)c2ccc3c(c2)N(Cc2ccc(F)cc2)C(=O)c2ccccc2S3=O)CC1 (stereo unspecified)
  A: -11% | B: -18% | C: 4% | D: -4.7%
55) Cc1ccc(CN2C(=O)CCC2C(=O)NCCN2CCN(c3cccc(Cl)c3)CC2)cc1 (stereo unspecified)
  A: -21% | B: -16% | C: -10% | D: 1.5%
56) COc1ccccc1Nc1ncc(C(C)=O)c(C)n1
  A: -61%[inhibitor] | B: -25% | C: -26% | D: -0.5%
57) N[C@@H](CSCc1ccccc1)C(=O)O
  A: -8%[10.9 µM] | B: -1%[9.22 µM] | C: 3%[9.22 µM] | D: -1.6%[11.4 µM]
58) Cc1ccc(-c2nc3ncccc3o2)cc1NC(=O)c1cc2ccccc2o1
  A: -14% | B: -1% | C: -2% | D: 0.2%
59) CCOC(=O)CC(NC(=O)CCc1c(C)nc2ncnn2c1C)c1ccc(OC(C)C)cc1 (stereo unspecified)
  A: -9%[10.9 µM] | B: -9% | C: 13% | D: -0.9%
60) O=C(C1COc2ccccc2O1)N(Cc1cccnc1)c1nc2ccc(Cl)cc2s1 (stereo unspecified)
  A: 4%[10.9 µM] | B: 0% | C: -12% | D: u
61) COc1cccc(Nc2nc(-c3sc(N)nc3C)cs2)c1
  A: -25% | B: -6% | C: 11% | D: 1.6%
62) Cc1ccc(CNC(=O)c2c[nH]c3ccc(S(=O)(=O)N4CCOCC4)cc3c2=O)cc1
  A: -15%[10.9 µM] | B: 4% | C: -19% | D: -1.0%
63) Cc1nnc(SCCn2c(N3CCCCCC3)nc3c2c(=O)[nH]c(=O)n3C)s1
  A: -15% | B: 4% | C: 0% | D: -1.1%
64) COc1ccc(C2N(c3cc(C)on3)C(=O)C3CCCN32)cc1OC (stereo unspecified)
  A: 18% | B: 0% | C: -5% | D: -0.4%
65) CCN(CC)c1ccc(C=C(c2nnnn2-c2ccc(C)cc2)c2nnnn2-c2ccc(C)cc2)cc1
  A: x | B: -10% | C: 8% | D: x
66) O=c1c2sc3ccccc3c2n(Cc2ccc(F)cc2)c(=O)n1Cc1ccco1
  A: -8%[10.9 µM] | B: 0% | C: -2% | D: 1.1%
67) CCOC(=O)C(NC(=O)c1ccccc1)(Nc1cc(C)on1)C(F)(F)F (stereo unspecified)
  A: -12% | B: -6% | C: -7% | D: -0.2%
68) C=CCOC(=O)C1=C(C)OC(N)=C(C#N)C1c1c(C)nn(-c2ccccc2)c1Cl (stereo unspecified)
  A: 3% | B: -16% | C: -6% | D: 2.3%
69) O=C(c1ccc(CS(=O)(=O)Cc2ccc(Cl)cc2)o1)N1CCCC1
  A: -15% | B: 3% | C: 0% | D: 1.1%
70) NC(=O)COC(=O)CNC(=O)c1ccc(Cl)cc1
  A: -7% | B: 3% | C: -8% | D: -0.9%
71) Cc1cc(N2CCN(c3cccc(C(F)(F)F)c3)CC2)n2nc(-c3ccccc3)nc2n1
  A: u | B: -11% | C: -12% | D: -0.9%
72) COc1cc(C(Nc2ccc3c(c2)OCO3)C(=O)NC2CCCCC2)cc(OC)c1OC (stereo unspecified)
  A: -13% | B: 4% | C: 3% | D: 5.1%
